tim23-1 inh: tim23-1 yeast growth inhibition; hit rate 1.3% among 330,000; inhibition, % at 20 µM; S. cerevisiae tim23-1 growth, BacTiter-Glo luminescence, 24 h;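 active = growth inhibition of the mutant yeast at or above 50%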;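 also: temperature-sensitive mutant grown at 25 °C; plate controls were DMSO-treated mutant yeast for no effect and medium wells lacking yeast for full effect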
NR3A LBD binder: NR3A (human) ligand-binding domain modulation; AID 1259313; Tm shift relative to glycine control, % at 25 µM; hit rate 2.5% among 340,000; NR3A LBD differential scanning fluorimetry, Tm shift; 0% = protein alone, 100% = glycine-bound protein;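 active = melting temperature shift of at least 10% of the positive control shift, at one fixed dose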
tim10-1 inh: tim10-1 yeast growth inhibition. S. cerevisiae tim10-1 ts strain growth, BacTiter-Glo, 24 h. inhibition, % at 20 µM. hit rate 2.2% among 330,000;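 active = inhibition of at least 40%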;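 also: mutant grown at 25 °C; 0% = DMSO wells with yeast and 100% = wells holding no yeast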
Mdm2-MdmX inh: inhibitors of human Mdm2/MdmX interaction; O15151+Q00987; SaOS-2 split-luciferase Mdm2/MdmX complementation, luminescence; inhibition, % at 8 µM; hit rate 3% among 330,000; AID 485346;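 active = inhibition of at least 50% at 8 µM in the primary screen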
UPR XBP1 act: activators of adaptive arm of unfolded protein response (XBP1). CHO-XBP1 luciferase reporter, IRE1-XBP1 UPR activation, luminescence; percent of tunicamycin response, DMSO as zero. activation, % at 20 µM. hit rate 0.33% among 330,000. AID 463104;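 active = versus positive control, 20 µM dose yields 30% or more activation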;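 also: 100% = tunicamycin at 10 µg/mL and 0% = DMSO only wells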
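Assay system: IRE1-XBP1 luciferase reporter CHO line. Input: 1000 cells/well. Buffer or medium: F12 with 10% serum. Doses: 20 µM, 1% DMSO. Times: overnight seeding at 37 °C, 6 h compound treatment at 37 °C. Technique: Steady-Glo luciferase glow luminescence, 10 min after reagent addition.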
NALP3 yeast inh: blocks the NALP3 inflammasome reconstituted in yeast; Yeast reconstituted NLRP3/ASC/caspase-1, beta-gal luminescence, 24 h; inhibition, % at 10 µM; hit rate 0.39% among 330,000; AID 2825;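 active = inhibition of 50% or more; inactive = inhibition below 50%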;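 also: plate controls were induced DMSO wells for no effect and uninduced yeast grown without galactose for full effect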
APJ ag: APJ receptor agonism | P35414 | CHO-K1 APJ PathHunter beta-arrestin, luminescence; 0% DMSO wells, 100% apelin | activation, % at 20 µM | hit rate 0.11% among 330,000 | AID 2520;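 active = activation more than six SD over the plate average, tested at 20 µM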;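 also: 0% = DMSO alone and 100% = apelin-13 at 10 nM; some results filed as inactive read as strong as hits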
Target sequence (P35414 whole entry, looked up): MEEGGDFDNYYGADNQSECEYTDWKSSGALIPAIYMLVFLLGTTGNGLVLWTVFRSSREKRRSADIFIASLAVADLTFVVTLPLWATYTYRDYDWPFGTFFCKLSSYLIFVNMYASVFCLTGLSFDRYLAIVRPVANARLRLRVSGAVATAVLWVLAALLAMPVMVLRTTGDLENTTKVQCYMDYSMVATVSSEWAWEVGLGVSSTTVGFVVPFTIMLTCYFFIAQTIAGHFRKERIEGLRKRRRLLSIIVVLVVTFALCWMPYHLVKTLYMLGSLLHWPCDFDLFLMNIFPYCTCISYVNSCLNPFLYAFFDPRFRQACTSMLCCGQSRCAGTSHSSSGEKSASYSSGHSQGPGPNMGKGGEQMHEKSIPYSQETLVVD
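Assay system – PathHunter CHO-K1 APJ (AGTRL-1) beta-arrestin reporter cells · Compound – one dose, 20 µM compound, 1% DMSO · Timing – compound 90 min 25 °C, reagent 1 h · Measured by – luminescence from split beta-galactosidase complementation, Galacton Star/Emerald II substrate · Measure – beta-arrestin recruitment to APJ as agonist activity, luminescent signal · Benchmarks – DMSO vs Apelin-13 10 nM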
CHOP UPR activ: apoptotic UPR (CHOP) activation; CHO-CHOP luciferase reporter, luminescence; percent of tunicamycin response over DMSO baseline; activation, % at 10 µM; hit rate 0.34% among 330,000;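 active = at 10 µM dose, activation of 40% or more, normalized to positive control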;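 also: 100% = tunicamycin at 10 µg/mL and 0% = DMSO alone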
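Test system: CHO-CHOP cells, stable luciferase reporter of PERK-eIF2a-CHOP signalling | Quantity: 500 CHO-CHOP cells per well | Buffer or medium: F12 plus 10% serum | Compound dosing: 10 µM single point, 0.5% DMSO | Schedule: 6 h compound treatment, 37 °C | Signal: Luciferase luminescence | Control set: Tunicamycin high control, DMSO low control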
TIM10 inh: TIM10 yeast growth inhibition | inhibition, % at 10 µM | S. cerevisiae TIM10 strain growth, BacTiter-Glo luminescence, 24 h | hit rate 1.4% among 330,000 | AID 463195;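 active = inhibition of 40% or more at the single tested concentration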;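 also: wild-type TIM10 isogenic control strain grown at permissive 25 °C; 0% = DMSO yeast wells and 100% = minimal medium wells without yeast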
Numbers without * were called inactive.

SMILES	tim23-1 inh	NR3A LBD binder	tim10-1 inh	Mdm2-MdmX inh	UPR XBP1 act	NALP3 yeast inh	APJ ag	CHOP UPR activ	TIM10 inh
CCC(C(=O)Nc1ccccc1)c1ccccc1 (stereo not given)	11	-6	6	9	-1	8	-3	2.9	5
CCOC(=O)C1CCCN(S(=O)(=O)c2ccc(S(=O)(=O)N3CCCC3)cc2)C1 (stereo not given)	2	1	12	17	-3	10	12	3.6	10
Cc1cc(NC(=O)CSc2nnc(-c3ccco3)o2)no1	2	0	-4	28	-3	-6	-1	-2.4	-9
CCOc1cc(C#N)ccc1OCC(=O)N1CCN(C(=O)c2cccs2)CC1	13	-2	6	-7	-2	5	-2	0.8	1
COc1cccc(C(=O)Nc2ccc(S(=O)(=O)Nc3onc(C)c3C)cc2)c1	0	-2	7	-17	0	14	1	0.6	9
Cc1ccc(SCC(=O)Nc2ccc(F)cc2[N+](=O)[O-])cc1C	13	3	7	25	2	41	3	0.7	9
COc1ccc(Br)c2oc(SC)cc(=O)c12	32	10*	32	-9	4	19	4	0.0	2
Cc1ccc(/C=C/C(=O)Nc2ccc(N(C)C)cc2)o1	3	-22	-20	-58	3	18	-1	5.2	7
O=C(c1ccccc1N1CCOCC1)N1CCCC(Nc2ccc(F)cc2)C1 (stereo not given)	6	2	-9	7	-3	13	-2	-1.1	8
Oc1[nH]c2ccc(Br)cc2c1N=Nc1ccc(F)cc1	20	30*	27	11	-2	23	-1	2.9	23
O=C(CSc1nccc(=O)[nH]1)c1cc2ccccc2o1	13	2	-9	4	1	6	-6	2.3	17
CSc1ccc(N2CCN(CCCNC(=O)Nc3ccccc3F)CC2)cc1	5	0	13	-22	-1	-5	-2	-0.1	10
COc1ccc(C2C(C(C)=O)=C(O)C(=O)N2c2ccc(C)cc2)cc1 (stereo not given)	-8	2	9	-15	-2	5	-3	2.2	-19
CCOC(=O)Cn1nc(C)n(-c2ccc(Br)cc2)c1=O	19	-2	0	-21	-1	-6	-3	-0.5	-6
CCOc1ccc(-c2[nH]ncc2Oc2ccccc2OC)c(O)c1	27	-4	20	19	-2	22	-2	0.3	28
Cc1ccc(C(=O)O)cc1N1C(=O)CCCC1=O	-2	-2	-4	-17	2	0	-2	1.2	13
COc1ccc(N2C(=NC(=O)CCC3CCCC3)SC3CS(=O)(=O)CC32)cc1 (stereo not given)	3	1	5	24	-3	9	-3	0.5	2
O=C(c1ccco1)N1CCN=C1SCc1cccc(Cl)c1	17	0	11	30	-1	38	-8	2.8	5
CCc1c(O)nc(SCC(=O)NC(C)(C)C)n(-c2ccccc2)c1=O	13	3	2	-20	-1	11	3	-0.6	-4
COn1c(SCc2ccc(C)cc2C)nc2ccccc2c1=O	14	-1	15	-4	2	2	1	1.7	-11

Arranged by the number under Mdm2-MdmX inh (falling): some entries from above
Structure	NR3A LBD binder	Mdm2-MdmX inh	NALP3 yeast inh	APJ ag
CCOC(=O)C1CCCN(S(=O)(=O)c2ccc(S(=O)(=O)N3CCCC3)cc2)C1 (stereo not given)	1	17	10	12
Oc1[nH]c2ccc(Br)cc2c1N=Nc1ccc(F)cc1	30*	11	23	-1
CSc1ccc(N2CCN(CCCNC(=O)Nc3ccccc3F)CC2)cc1	0	-22	-5	-2

Remaining list, next part.
SMILES	tim23-1 inh	NR3A LBD binder	tim10-1 inh	Mdm2-MdmX inh	UPR XBP1 act	NALP3 yeast inh	APJ ag	CHOP UPR activ	TIM10 inh
Cc1ccc(NC(=O)COC(=O)CN2C(=O)c3ccccc3C2=O)cc1	6	0	1	2	-3	17	-3	-0.4	-8
O=c1cc(-c2ccccc2)nc2cc(-c3ccc(F)cc3)[nH]n12	8	-4	-13	21	5	15	-1	4.7	-21
CC(=O)Nc1ccc(OCC(O)Cn2nc(C)c(C(C)=O)c2C)cc1 (stereo not given)	-10	-1	-2	-6	2	9	4	0.9	-6
c1ccc(-c2ccc3c(n2)CCCO3)cc1	2	0	22	-1	5	0	-5	4.4	7
CCOC(=O)c1c(NC(=O)CCC(=O)O)sc2c1CCCCC2	34	-2	0	16	-2	-2	-6	-1.9	1
CC(C)(c1ccccc1)c1ccc(OCCn2cnc3ccccc3c2=O)cc1	17	21*	30	12	0	3	4	1.5	30
CCN(Cc1ccccc1)S(=O)(=O)c1ccc2c(c1)NC(=O)CC(=O)N2	5	9	-7	5	-4	7	-4	-0.6	1
O=C(O)C1CCCCN1C(=O)c1ccc(S(=O)(=O)N2CCCC2)cc1 (stereo not given)	15	2	4	26	0	13	-3	0.7	-3
Cc1ccc(NC(=O)CNS(=O)(=O)c2cccs2)cc1F	6	0	-15	7	-2	-5	-3	2.3	10
CC1=CC(C)(C)NC(=S)N1c1ccc(C)cc1C	15	-3	28	-1	-1	-11	0	2.1	25
CCOc1ccc2c(c1)C(C)=CC(C)(C)N2S(=O)(=O)c1ccc(C)cc1	18	0	10	63*	17	3	-5	1.1	23
Cc1cc(OCc2cc3c(cc2Cl)OCO3)c2c(C)cc(=O)oc2c1	-24	-3	2	8	-3	20	-5	-0.4	-3
Cc1cc(C)c2nc(N3CCC(C(=O)NCC4CCCO4)CC3)sc2c1 (stereo not given)	15	0	16	-10	0	19	-5	-1.1	26
CC(=O)Nc1ccc(C(=O)Nc2ccc(S(=O)(=O)Nc3nccc(C)n3)cc2)cc1	-16	-3	-12	8	-5	28	-3	-0.6	-4
CCCCNC(=O)CN1CCN(Cc2ccc3cc(OC)ccc3c2)CC1	19	0	-8	-5	-1	2	-4	-0.1	7
COc1ccc(/C=C/C(=O)N(C)C2CCS(=O)(=O)C2)cc1 (stereo not given)	5	-1	-2	-17	-2	5	-3	2.9	9
CCN1C(C)=C(C)S/C1=C1\SC(=S)N(N)C1=O	8	1	-3	3	0	26	-2	0.0	-2
Cc1ccc(C)c(SCC(=O)Nc2oc(C)c3c(C)n[nH]c(=O)c23)c1	8	1	0	-3	1	7	-4	0.9	-5
Cc1noc(C)c1S(=O)(=O)N1CCN(c2ccccc2)CC1	11	-2	-5	10	-3	48	4	4.2	3
CC(C)(Oc1ccc(Cl)cc1)C(=O)OCC(=O)NCCc1ccc(S(N)(=O)=O)cc1	-1	-1	9	-4	-3	3	-3	-2.4	0
O=C(Nc1cccc(-n2cnnn2)c1)c1ccco1	4	1	7	19	0	16	-5	-0.7	18
Cc1ccc(OCCSc2nnc(NC(=O)c3ccco3)s2)cc1	-16	2	16	4	3	17	-1	-0.3	-38
COc1ccc(NS(=O)(=O)c2cc(NC(=O)[C@@H](NC(N)=O)C(C)C)ccc2C)cc1	2	-1	1	26	-2	-14	-4	-2.5	-13
COc1ccc(C2C(C(=O)Nc3ccccc3OC)=C(C)Nc3ncnn32)cc1 (stereo not given)	10	-3	3	15	-1	-5	-2	-0.7	-5
Cc1ccc(NC(=O)CN2CCOCC2)cc1	-1	-2	10	20	6	6	-4	0.1	-7
COC(=O)Cc1csc(NC(=O)c2ccc3ncsc3c2)n1	2	1	3	-10	-3	19	-3	1.4	0
C/C(=N\NC(=O)COc1ccc(C)cc1[N+](=O)[O-])c1cccs1	-16	0	-26	-50	3	21	0	4.9	11
CCOC(=O)CSc1nc2sc3c(c2c(=O)n1-c1ccccc1)CCN(C(C)C)C3	9	-1	10	-16	-2	10	-2	-0.3	-11
CN1CCN(c2ccc(NS(=O)(=O)c3ccc(Cl)cc3)cn2)CC1	-5	-3	-7	-16	-3	25	-2	0.0	-5
COC(CNC(=O)C(=O)Nc1cc2c3c(c1)CCN3C(=O)CC2)OC	1	1	1	4	-2	7	1	-1.5	3
CNC(=O)Nc1cccc2cccnc12	8	1	-12	13	-2	-5	1	1.3	-7
CC(C)CCN1NC2(CCC(C)CC2)NC1=S (stereo not given)	29	1	20	7	0	-6	5	0.6	10
Cn1c(=O)n(C)c2cc(NS(=O)(=O)c3ccc(C(C)(C)C)cc3)ccc21	-2	1	-11	7	1	16	1	6.1	-2
CC1(NC(=S)Nc2ccc(NC(=S)NC3(C)CCS(=O)(=O)C3)cc2)CCS(=O)(=O)C1 (stereo not given)	-2	1	-8	20	2	-3	-2	-1.4	4
CC1CCN(CCc2nc3cc(NS(=O)(=O)c4ccc(F)cc4)ccc3n2C)CC1	12	0	15	12	-2	1	-3	0.5	-19
CCOC(=O)c1cnc(-n2nc(C)cc2C)nc1NC	20	1	14	-3	0	21	-5	1.4	-33
Cc1cc(C)n(CC(C)NC(=O)c2cc(COc3ccc(F)c(F)c3)on2)n1 (stereo not given)	24	0	22	-25	7	-1	0	5.9	17
CCN(CC)CCCN=C1N[C@@H](c2cccc(C(F)(F)F)c2)C(C(=O)OC)=C(C)N1CC	13	0	11	100*	-1	22	-3	-1.0	4
O=C1NC(c2ccccc2)=NC1(NS(=O)(=O)c1ccccc1)C(F)(F)F (stereo not given)	-8	2	5	-8	2	-1	-2	-0.8	4
O=C(Nc1cccc(O)c1)c1cccc(S(=O)(=O)N2CCCC2)c1	-7	-2	-20	3	-2	3	3	1.5	-8
O=C(COC(=O)c1ccccc1C(=O)c1ccc(Cl)cc1)NCc1ccccc1	15	-1	35	10	-1	-11	-2	0.3	33
CN1CCN(C(=O)Nc2ccc3c(c2)N(C)C(=O)c2ccccc2S3)CC1	11	-2	-2	9	-3	9	0	0.4	-4
CCOC(=O)c1nn(-c2ccccc2)c(C(=O)OCC)c1N	11	4	-14	26	0	0	-3	-0.7	-1
O=C(Nc1ccccc1)C1=C[C@@H](c2ccc(Br)cc2)C[C@@H](OCCCCO)O1	55*	-10	43*	16	0	13	-4	6.3	33
Fc1cccc(NC(=S)NCc2ccc(Cl)cc2)c1	46	-1	38	-43	-2	-6	2	0.4	28
COC(=O)C1=C(C)N(CC2CC2)C(=O)N[C@H]1c1ccc(Br)cc1	31	-3	34	4	-3	8	5	0.3	21
C[C@@H](CSc1ccc(Br)cc1)CN1CC[C@H](C(C)(C)C)CCC1=O	23	10*	13	-2	-2	13	-5	0.7	6
COc1ccc(NC(=O)COC(=O)c2ccc(S(=O)(=O)N3CCCCCC3)cc2)c(OC)c1	13	4	9	20	-1	4	-5	2.0	-4
Cc1ccc(S(=O)(=O)N2CCCCC2)cc1NC(=O)c1cccs1	17	2	13	1	-3	0	-1	-0.1	1
CN(C)S(=O)(=O)c1ccc(NC=C(C#N)C#N)cc1	9	-1	2	10	-2	2	0	0.6	-15
O=C(N/N=C/c1ccc2ncccc2c1)c1cccc([N+](=O)[O-])c1	-7	3	-12	16	2	22	-1	3.2	-5
Cn1c(Cc2ccccc2)nnc1SCC(=O)N1CCOCC1	16	3	5	-9	-1	6	1	-0.8	6

Look-ups from above.
tim10-1 inh result of COc1ccc(NC(=O)COC(=O)c2ccc(S(=O)(=O)N3CCCCCC3)cc2)c(OC)c1 stands at 9
CHOP UPR activ result of CN1CCN(C(=O)Nc2ccc3c(c2)N(C)C(=O)c2ccccc2S3)CC1 stands at 0.4

Screens (PubChem)
